# Myeloid diff MLP – myeloid differentiation induction; AID 624256; ER-HoxA9 myeloid progenitors, lysozyme-GFP differentiation, flow cytometry; actives 1% (n = 360,000); calls only at 10 µM;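 active = normalized GFP-positive differentiation at or above the plate's own cutoff, the solvent-only control mean plus 3 SD; inconclusive = no clear call, values can overlap the other calls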;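 also: cells exposed to compound for four days before flow analysis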
# K1F lysis inhibition – inhibition of K1F phage lysis, E. coli UTI89, bacterial capsule biogenesis inhibitors, alamar blue (AID 488966); actives 0.02% (n = 340,000); inhibition, % at 100 µM, or IC50 in µM where a hit was titrated; E. coli UTI89 K1F phage lysis, alamar blue, 2 h; higher % means a stronger effect;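 active = phage lysis inhibition, versus mean bacterial control, above a set limit; inconclusive = no clear call, values can overlap the other calls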;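 also: capsule biogenesis inhibitors block K1F phage lysis so surviving cells raise fluorescence; higher fluorescence means more inhibition of phage lysis; actives were called in the ten point dose series up to 300 µM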
# Lipid droplet – hepatic lipid droplet formation modulation; actives 0.4% (n = 240,000); AML12 mouse hepatocytes, oleate lipid droplets, BODIPY imaging; inhibition, % at 6.5 µM; AID 1656;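 active = lipid droplet intensity inhibited by at least 50%, with more than 500 cells counted; inconclusive = wells with under 300 cells, treated as cytotoxic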
#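 Assay system: AML12 mouse liver cells | Compound: 6.5 µM single-point dosing | Schedule: Overnight exposure | Technique: Fluorescence imaging, 20x objective, two fields per well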
# Lipid droplet cells 6.5 µM – also measured in Lipid droplet; calls as there; cell count; measured here: cell count, cytotoxicity flag;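 cells counted across two imaged fields per well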
# Myeloid diff MLP GFP+ MAC1+ % – also measured in Myeloid diff MLP; calls as there; GFP+ MAC1+ double positive, %; measured here: differentiation confirmed by MAC1 staining
# Active calls of the source: *; i = inactive; ? = inconclusive; nt = not tested or not shown; [ ] = another dose, or the depositor's remark. This is a subset. The share of hits here may be higher or lower than overall.
entry	molecule	Lipid droplet cells 6.5 µM	Myeloid diff MLP GFP+ MAC1+ %	Lipid droplet
1	CCc1cc(=O)oc2c(CNC(Cc3ccccc3)C(=O)O)c(O)ccc12 (centres undefined)	798	nt	-1
2	CC(=O)c1ccc2c(c1)N(CCCN(C)C)c1ccccc1S2	nt	5.7	nt
3	COc1ccc(C(=O)CC(=O)c2ccc(C(C)(C)C)cc2)cc1	nt	1.6	nt
4	CCCNC(C)C(=O)Nc1c(C)csc1C(=O)OC (centres undefined)	nt	1.5	nt
5	CC(C(=O)O)c1ccc(C(=O)c2cccs2)cc1 (centres undefined)	nt	1.7	nt
6	CCOC(=O)c1ccc(N)cc1	nt	nt	nt
7	CC(=O)c1ccc(S(=O)(=O)NC(=O)NC2CCCCC2)cc1	nt	2.1	nt
8	CCCCCCO	nt	1.1	nt
9	C=CC1=C(C(=O)O)N2C(=O)[C@@H](NC(=O)/C(=N\O)c3csc(N)n3)[C@H]2SC1 (stereo in doubt)	nt	1.5	nt
10	CC12CCC(CC1)C(C)(C)O2	nt	2.2	nt
11	CN1CCOC(c2ccccc2)c2ccccc2C1 (centres undefined)	700	1.6	-2
12	OC(C#CCN1CCCC1)(c1ccccc1)c1ccccc1	828	3.3	4

entry	K1F lysis inhibition	Myeloid diff MLP
1	nt	nt
2	4.8%	i
3	1.1%	i
4	3.7%	i
5	2.4%	i
6	-3.5%	?
7	2.2%	i
8	0.7%	i
9	-8.3%	i
10	2.0%	i
11	-3.8%	i
12	1.2%[50 µM]	i

# Some of the entries above, set out differently.
7	CC(=O)c1ccc(S(=O)(=O)NC(=O)NC2CCCCC2)cc1
  Lipid droplet cells 6.5 µM: nt
  Myeloid diff MLP GFP+ MAC1+ %: 2.1
  Lipid droplet: nt
  K1F lysis inhibition: 2.2%
  Myeloid diff MLP: i
1	CCc1cc(=O)oc2c(CNC(Cc3ccccc3)C(=O)O)c(O)ccc12 (centres undefined)
  Lipid droplet cells 6.5 µM: 798
  Myeloid diff MLP GFP+ MAC1+ %: nt
  Lipid droplet: -1
  K1F lysis inhibition: nt
  Myeloid diff MLP: nt
4	CCCNC(C)C(=O)Nc1c(C)csc1C(=O)OC (centres undefined)
  Lipid droplet cells 6.5 µM: nt
  Myeloid diff MLP GFP+ MAC1+ %: 1.5
  Lipid droplet: nt
  K1F lysis inhibition: 3.7%
  Myeloid diff MLP: i
2	CC(=O)c1ccc2c(c1)N(CCCN(C)C)c1ccccc1S2
  Lipid droplet cells 6.5 µM: nt
  Myeloid diff MLP GFP+ MAC1+ %: 5.7
  Lipid droplet: nt
  K1F lysis inhibition: 4.8%
  Myeloid diff MLP: i

# Compound activity (PubChem)
